Peg3 imprint: inducers of genomic imprint erasure in mouse ES cells; hit rate 0.02% among 110,000; Potency, µM (doses to about 60.7 µM), inactives show at the highest dose activity change, positive = activation, actives largely listed as activators; mouse ES Peg3-LacZ reporter, beta-gal luminescence, 40 h;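 further: 0% = negative control wells on the plate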
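Gelatin-coated wells received 300 freshly trypsinized female ES cells with a Peg3LacZ-Neo reporter on the maternal allele, then incubated 40 hours at 37C. BetaGlo was added for 5 minutes at room temperature before a single luminescence read.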
p53ts 32C tox: p53ts cell cytotoxicity, permissive temperature; H1299-p53A138V at 32C, ATP luminescence viability, 24 h; Potency, µM (series often up to 46.1 µM), without a hit: at the highest dose activity change, negative = cytotoxicity, hits mostly cytotoxic; hit rate 0.93% among 130,000;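 further: 0% = DMSO and -100% = full killing by reference compound; nearly all actives have a fitted effect of over 55% in size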
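ATP-content luminescence (ATPlite) read-out after 24 h compound exposure at 32C in H1299-p53A138V cells (600/well). Tested up to 46 uM. Normalized to DMSO (0%) and 100 uM tamoxifen (100% killing); Hill-fit AC50.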
p53ts 39C kill: cytotoxicity in p53ts cells at nonpermissive temperature; H1299-p53A138V viability at 39C, ATP luminescence, 24 h; Potency, µM (series often up to 46.1 µM), for inactives: at the top dose activity change, negative = cell killing, most hits filed as cytotoxic; hit rate 1.5% among 130,000; AID 902; further: nearly all actives have a fitted effect of over 55% in size
IkB signaling: suppresses IkB signaling in ABC-DLBCL reporter cells; ABC-DLBCL IkBa-CBG/CBR dual luciferase ratio, 4 h; response scale: scaled: untreated 0%, proteasome inhibitor 100%; Potency, µM (doses to about 57.1 µM), inactives show at the highest dose IkBa stabilization activation; hit rate 0.04% among 110,000; AID 445; active means well fitted curve in the direction sought with a large enough effect in the signal ratio, not every such curve was filed as active; inconclusive means small, poorly fitted or top-dose-only effect, or a change in a side signal; the % refers to the signal ratio;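 further: the direction sought is a rising ratio; 0% = basal untreated cells and 100% = reference inhibitor full response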
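Curves were fitted separately to fusion (green), unfused (red) and ratio luminescence, then classed by r2, magnitude and activity. Cells: OCI-Ly3, 4 h compound plus doxycycline at 37C; 10 uM MG-132 defined full response.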
The depositor's hits bear a star; ? = inconclusive; nt = not tested or not shown; [ ] = remark or other dose. Unless noted, the call rests on the fitted dose curve; in most records, active means well fitted curve in the direction sought with a large enough effect; inconclusive means small, poorly fitted or top-dose-only effect, or another doubt; inactive means no such curve, though single readings can be large; an effect the other way counts as inactive or inconclusive. Unless noted, on the % scale 0 is the no-effect control and ±100 the full control effect; potency means the concentration at half of the fitted maximal effect.

SMILES | Peg3 imprint | p53ts 32C tox | p53ts 39C kill | IkB signaling
Cc1ccc(S(=O)(=O)n2nc(C)c(S(=O)(=O)N3CCCCCC3)c2C)cc1C | -14%[10.9 µM] | 1% | -13% | -1.4%
Cc1nc(SCC(=O)O)c2oc3ccccc3c2n1 | 9% | -10% | -9% | -0.9%
CCOc1ccccc1NC(=O)C1=C(C)Nc2ncnn2C1c1ccco1 (configuration not stated) | -4%[10.9 µM] | 3% | -2% | 5.2%
CCCCOc1ccc(CNC(=O)C2COc3ccc(OC)cc3C2)cc1 (configuration not stated) | -2%[10.9 µM] | -1% | 3% | -0.3%
CC(=O)c1cccc(NC(=O)Nc2ccc(C(=O)N3CCOCC3)cc2)c1 | -18% | ? | -20% | -3.4%
NC(=O)C1(N2CCCCC2)CCN(C(=O)c2ccccc2)CC1 | 3% | 3% | 31%[activator] | -0.9%
Cc1cc(C)cc(-n2ccn(CC(=O)Nc3ccccc3C(F)(F)F)c(=O)c2=O)c1 | -3%[10.9 µM] | 3% | -13% | -2.5%
COc1ccc(C(=O)NCc2ccc3c(c2)CCN3C(=O)c2ccc(C)cc2)cc1 | -18%[10.9 µM] | -6% | -17% | ?
Cc1nc2cc(C(=O)NC3CCCCCC3)ccc2n1-c1ccc(Br)cc1 | -11%[10.9 µM] | 31%[activator] | 6% | 1.4%
O=C(Nc1ccc(N2CCN(C(=O)c3ccccc3)CC2)cc1)c1ccc(Br)o1 | -21% | 12% | 2% | ?
Cc1nn(C(C)C(=O)NCCc2ccccc2)c(=O)c2c1sc1ccccc12 (configuration not stated) | -16%[10.9 µM] | -11% | -21% | -1.5%
CCOC(=O)c1cccc(NC(=O)Cc2ccc(NC(=O)N3CCCCc4ccccc43)cc2)c1 | -7%[10.9 µM] | 11% | -15% | ?
COc1cccc(CNC(=O)c2cc(C)nc3c2c(C)nn3-c2ccc(C)cc2)c1 | 2%[10.9 µM] | 3% | 9% | -2.6%
CCc1cccc(C)c1NC(=O)c1ccc2c(c1)CCN2S(=O)(=O)CC | -19%[10.9 µM] | -9% | -3% | ?
CCCNS(=O)(=O)c1ccc(C(=O)NCC2CCCO2)cc1 (configuration not stated) | nt | -9% | -6% | -1.1%
COc1ccccc1CNc1nc2ccccc2n1CCN1CCCCC1 | 1% | 6% | 3% | 4.2%
CCOc1ccc(CCNC(=O)c2cc3cccc4c3n2CCS4)cc1 | 7%[10.9 µM] | -15% | -8% | ?
COc1cccc(C2NC(=O)NC(C)=C2C(=O)Nc2ccc(C)cc2)c1OC (configuration not stated) | -8% | 5% | 6% | -1.4%
O=C(Nc1cccc(C(=O)N2CCN(c3ccccc3F)CC2)c1)c1nsc2ccccc12 | -4%[10.9 µM] | -11% | ? | -0.3%
CC(C)c1nc2ccc(C(=O)NCCCN3CCN(c4ccc(F)cc4)CC3)cc2o1 | -8%[10.9 µM] | -4% | -15% | ?
CCC(=O)N1CCc2cc(S(=O)(=O)NCCC(=O)N3CC=C(c4ccccc4)CC3)ccc21 | -20% | 7% | -15% | 2.4%
O=c1cc(CO)oc(CN2CCN(c3ccccc3F)CC2)c1O | -14% | -2% | 0% | 3.0%
COc1ccc(CCNC(=O)CN(c2ccccc2OC)S(C)(=O)=O)cc1 | -7% | 2% | -7% | -1.0%
CCCCNCc1cccn1-c1ccccc1 | nt | -7% | -4% | nt

3 structures already listed, ordered by SMILES length, rising:
SMILES | Peg3 imprint | p53ts 32C tox | p53ts 39C kill | IkB signaling
CCCCNCc1cccn1-c1ccccc1 | nt | -7% | -4% | nt
Cc1nc2cc(C(=O)NC3CCCCCC3)ccc2n1-c1ccc(Br)cc1 | -11%[10.9 µM] | 31%[activator] | 6% | 1.4%
CCC(=O)N1CCc2cc(S(=O)(=O)NCCC(=O)N3CC=C(c4ccccc4)CC3)ccc21 | -20% | 7% | -15% | 2.4%

Random excerpt: 7 entries already listed, in no set order.
SMILES | Peg3 imprint | p53ts 32C tox | p53ts 39C kill | IkB signaling
COc1ccccc1CNc1nc2ccccc2n1CCN1CCCCC1 | 1% | 6% | 3% | 4.2%
CCOc1ccccc1NC(=O)C1=C(C)Nc2ncnn2C1c1ccco1 (configuration not stated) | -4%[10.9 µM] | 3% | -2% | 5.2%
CCC(=O)N1CCc2cc(S(=O)(=O)NCCC(=O)N3CC=C(c4ccccc4)CC3)ccc21 | -20% | 7% | -15% | 2.4%
CCCCNCc1cccn1-c1ccccc1 | nt | -7% | -4% | nt
COc1cccc(C2NC(=O)NC(C)=C2C(=O)Nc2ccc(C)cc2)c1OC (configuration not stated) | -8% | 5% | 6% | -1.4%
CC(=O)c1cccc(NC(=O)Nc2ccc(C(=O)N3CCOCC3)cc2)c1 | -18% | ? | -20% | -3.4%
Cc1cc(C)cc(-n2ccn(CC(=O)Nc3ccccc3C(F)(F)F)c(=O)c2=O)c1 | -3%[10.9 µM] | 3% | -13% | -2.5%

(more compounds)
SMILES | Peg3 imprint | p53ts 32C tox | p53ts 39C kill | IkB signaling
COCCn1c(=O)c(-c2ccc(Cl)cc2)nc2cnc(OCc3ccccc3)nc21 | 2% | -1% | -14% | 3.7%[11.4 µM]
COc1cccc(Cn2cccc(NC(=O)NC3CCCCC3)c2=O)c1 | -15% | 3% | -7% | 3.0%
COc1ccc(-c2nsc(NC(=O)COc3ccc(C)c(C)c3)n2)cc1 | ? | -4% | -24% | -0.6%
Cc1ccc(NC(=O)c2cc(S(=O)(=O)N(C)C3CCCCC3)ccc2F)cc1C | -20%[10.9 µM] | 9% | -14% | ?
Cc1cc(O)c(C2(C(F)(F)F)NCCNC2=O)cc1C (configuration not stated) | 1% | 7% | -7% | 1.6%
CCN(Cc1ccccc1)C(=O)CN1C(=O)COc2ccc(S(=O)(=O)N3CCOCC3)cc21 | -14%[10.9 µM] | 2% | -7% | -0.9%
CCc1ccc(NC(=O)CCc2c(C)nc3nc(-c4cc(OC)cc(OC)c4)nn3c2C)cc1 | ? | 12% | -3% | ?
O=C(O)c1ccc(/C=N\N=C2c3ccccc3-c3ccccc32)cc1 | 11%[10.9 µM] | -10%[9.22 µM] | 3%[9.22 µM] | ?
CC(C)Oc1ccc(CNC(=O)c2sc3ncccc3c2-n2cccc2)cc1 | -15%[10.9 µM] | -3% | -11% | ?
COCCCN1CN(S(=O)(=O)c2ccc(Cl)cc2)c2nc3ccccc3nc21 | -17% | 2% | -1% | 7.9%
O=C(CSc1nc2ccsc2c(=O)n1Cc1ccc(F)cc1)NCc1ccc(Cl)cc1 | 5%[10.9 µM] | -18% | -25% | -2.6%
C=CCN(C(=O)Cn1nnc2ccccc21)C(C(=O)NCCOC)c1ccc(OC)cc1OC (configuration not stated) | -3% | 11% | -3% | 0.4%
CC1N=C2c3ccccc3N=C(SCC(=O)NCc3ccc(Cl)cc3)N2C1=O (configuration not stated) | -9%[10.9 µM] | -9% | -11% | ?
CCCCn1c(SCC(=O)O)nc2ccccc21 | -8% | -3% | 9% | 1.1%
CC(=O)c1ccc(NC(=O)c2noc3c2CSc2ccccc2-3)cc1 | -9%[10.9 µM] | -9% | -29% | -1.6%
CCOC(=O)C1CCN(C(=O)COc2ccc(S(=O)(=O)NC(C)C)cc2Cl)CC1 | 5% | 0% | 1% | 0.8%
CCOc1ccccc1-c1noc(CCCC(=O)Nc2cccc(C(F)(F)F)c2)n1 | -10%[10.9 µM] | 8% | 3% | ?
CC1CC(C)CN(CCCNC(=O)c2ccc(CS(=O)(=O)Cc3ccccc3F)o2)C1 (configuration not stated) | -4% | -5% | -1% | -0.5%
CC(=O)c1cccc(NC(=O)Cn2nc(C)n3cccc3c2=O)c1 | -11%[10.9 µM] | -7% | 8% | ?
CCOc1ccc(OCC)c(NC(=O)C2CCCN(S(=O)(=O)c3ccc4c(c3)oc(=O)n4C)C2)c1 (configuration not stated) | -7%[10.9 µM] | -4% | 8% | ?
COc1ccc(CCN(Cc2nc3ccccc3c(=O)[nH]2)C(=O)c2ccco2)cc1 | -15% | 1% | 1% | ?
CN(CC(=O)N1CC=C(c2ccccc2)CC1)S(=O)(=O)c1ccc2c(c1)c(=O)n(C)c(=O)n2C | -5% | 1% | 13% | 0.6%
O=C(Cn1ncc2ccc(Cl)cc21)NCc1ccc(F)cc1 | -12%[10.9 µM] | 2% | 1% | 0.4%
CCn1c2c(c(=O)n3ncc(C(=O)Nc4ccc(F)c(Cl)c4)c13)CN(Cc1ccc(OC)cc1)CC2 | -10%[10.9 µM] | 3% | -20% | 18%
CC1CCc2onc(C(=O)N3CCN(c4ccc(Cl)cc4)CC3)c2C1 (configuration not stated) | -12%[10.9 µM] | -9% | -22% | ?
O=C1c2ccccc2C(O)N1Cc1ccccc1 (configuration not stated) | -5% | 2% | -3% | 1.0%
CCOc1ccc(-c2nnc(SCC(=O)NC3CCCC3)nc2-c2ccc(OCC)c(OC)c2)cc1OC | 4%[10.9 µM] | 13% | -15% | -1.2%
COC(=O)c1c(Oc2ccc(C(C)=O)cc2)nnc(-c2ccccc2)c1-c1ccccc1 | 2%[10.9 µM] | -12% | 2% | ?
CCOc1ccc(-c2cc(CCCC(=O)NCCCOC)no2)cc1 | -34%[inhibitor] | ? | -28% | ?
Cc1ccccc1NCN1C(=O)C2C3C=CC(C3)C2C1=O (configuration not stated) | 3% | -2% | 2% | 0.6%
COC(=O)c1cc(NC(=O)CCc2c(C)nc3ncnn3c2C)cc(C(=O)OC)c1 | 18% | -11% | 17% | -0.4%
CCc1ccccc1-n1c2c(cc(-c3nc(-c4ccc(Cl)cc4)cs3)c1=O)C(=O)CC(C)(C)C2 | -5%[10.9 µM] | 10% | 16% | ?
CCOC(=O)c1[nH]c(C)c(CCC(=O)NCc2cccc(C)c2)c1C | -7%[10.9 µM] | 9% | -12% | -1.1%
CCOC(=O)c1ccccc1NC(=O)c1cc(S(=O)(=O)N2CCOCC2)ccc1F | -17% | -2% | -15% | 1.3%
CC(=O)c1c(C)n(-c2ccccc2)c2ccc(OCC(O)CN3CCOCC3)cc12 (configuration not stated) | -6% | -1% | -4% | 0.7%
Cc1cccc(OCC(=O)Nc2ccc3c(c2)nc(CN2CCCCC2)n3C)c1 | -11%[10.9 µM] | -2% | 12% | ?
Cc1cc2cc(CN3C(=O)c4ccccc4C3=O)ccc2[nH]1 | -6% | 1% | -14% | 1.0%
Cc1ccc(NS(=O)(=O)c2ccc(-n3cccn3)cc2)cc1Cl | -8%[10.9 µM] | 9% | 12% | ?
C=C(C)C(=O)OCC(C)C | 8% | 10%[1.84 µM] | 6% | -0.8%
Cc1cc(C(F)(F)F)nc(Nc2nc(C)c3ccccc3n2)n1 | 12% | 1% | 9% | 2.2%
CC(C)CC(NC(=O)C(CC(C)C)NC(=O)OC(C)(C)C)C(=O)O (configuration not stated) | 2% | -4% | 10% | -1.3%
Cc1nn(C(CC(=O)O)C(=O)O)c(C)c1Br (configuration not stated) | nt | 5% | -6% | nt
CC1Cc2ccccc2N1S(=O)(=O)c1cnc[nH]1 (configuration not stated) | -26% | 4% | -15% | -1.2%
O=C(c1cc(-c2ccc(Cl)cc2Cl)on1)N1CCOCC1 | -63%[inhibitor] | 3.2µM* | 10µM* | 3.0%
CS(=O)(=O)N(CCc1ccccc1)CC(=O)N1CCCCC1 | -15% | 6% | -6% | 1.1%
Cc1oc(C)c2c(=O)cc(-c3ccc4c(c3)OCO4)cc(OC(=O)c3cccc(Cl)c3)c12 | -12%[10.9 µM] | 12% | -9% | 1.2%
CCc1ccc(-n2c(=O)c3ccccc3n(CC(=O)NCCc3ccc(OC)c(OC)c3)c2=O)cc1 | -12%[10.9 µM] | 3% | -12% | ?
O=C(NCc1ccc(N2CCCC2=O)cc1)Nc1cccc(Cl)c1 | 4% | -8% | -8% | ?
COc1ccc(CNC(=O)COC(=O)C2CC3C=CC2C3)cc1 (configuration not stated) | nt | 12% | 13% | nt
O=C(NCCC1=CCCCC1)C1CCN(S(=O)(=O)c2cccc3nonc23)CC1 | -11% | 12% | 21% | 0.9%
CCCCC(=O)Nc1nc2ccc3nc(C)sc3c2s1 | -17% | -3% | 16% | -1.5%
CC1=C(C(=O)OCc2ccc3c(c2)OCO3)C(c2ccc(F)cc2)NC(=O)N1 (configuration not stated) | nt | -3% | -13% | ?
CCC(c1nnc(SCC(=O)Nc2nnc(-c3ccccc3)o2)n1Cc1ccccc1)N(C)C (configuration not stated) | -9% | -18% | -12% | -1.2%

Screening data from PubChem.

No enrichment for hits; 1.8% or so of the library scored in one or more.
